Compound activity as filed in PubChem BioAssay.
SMN2 splice enh: SMN2 splice variant enhancement. HEK293 SMN2-luciferase splicing reporter, luminescence, 30-36 h. Potency, µM (series often up to 46.1 µM), for inactives: at the top dose activity change, positive = activation, hits mostly activators. hit rate 2.8% among 210,000; also: % of control where 0% means no effect; nearly all actives have a fitted effect of over 55% in size
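HEK293 cells carry an SMN2 minigene-luciferase reporter in which exon 7 inclusion puts luciferase in frame. Cells were seeded at 2000 cells/well, attached for 10-12 hours, then exposed to compounds for 30-36 hours at 37C before ONE-Glo luminescence.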
Tau FP inhib: inhibitors of human tau fibril formation; AID 1468; P10636; hit rate 0.39% among 280,000; Potency, µM (titrated, usually from 57.7 µM), without a hit: at the highest dose activity, negative = inhibition, usual class: inhibitors; K18 P301L tau heparin fibrillization, Alexa594 FP, 6 h; also: % is scaled to controls: 0 for no effect and ±100 for the full control effect; nearly all actives have a fitted effect of over 55% in size
Target sequence (P10636 561-689 P618L limits assumed): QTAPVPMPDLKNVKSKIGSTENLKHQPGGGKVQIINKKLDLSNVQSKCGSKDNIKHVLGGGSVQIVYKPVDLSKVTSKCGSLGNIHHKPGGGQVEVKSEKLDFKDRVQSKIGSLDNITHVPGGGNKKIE
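K18 P301L tau (15 uM unlabeled/0.24 uM Alexa 594-labeled, final) + compound + heparin 20 uM final; 100 mM NaOAc pH 7; 6 hr 37 C; ThT 30 uM final added, 1 hr RT; FP ex 555/em 632 nm.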
Tau fibril ThT: tau fibrillization inhibition (ThT binding) | P10636 | AID 1460 | Potency, µM (titrated, usually from 57.4 µM), without a hit: at the highest dose activity, negative = inhibition, actives largely listed as inhibitors | hit rate 2.1% among 270,000 | recombinant tau K18 P301L, heparin-induced fibrillization, ThT fluorescence; also: % is scaled to controls: 0 for no effect and ±100 for the full control effect; nearly all actives have a fitted effect of over 55% in size
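Using a mix of unlabeled (15 uM) and Alexa 594-labeled (0.24 uM) tau K18 P301L, heparin-triggered fibrillization over 6 hr at 37 C was scored by ThT fluorescence.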
Tau fluor counter: counter-screen for tau fibril formation inhibitors. Potency, µM (series often up to 57.7 µM), for inactives: at the highest dose activity change, negative = decrease. tau K18 P301L Alexa594 fluorescence, heparin fibrillization. hit rate 0.93% among 280,000. AID 1463; also: % is scaled to controls: 0 for no effect and ±100 for the full control effect; nearly all actives have a fitted effect of over 55% in size
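Human tau K18 P301L (15 uM unlabeled, 0.24 uM Alexa 594-labeled) in 100 mM sodium acetate pH 7 with 20 uM heparin, 6 hr at 37 C. ThT 30 uM added, 1 hr ambient; Alexa 594 FP and total fluorescence read at 555/632 nm.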
KDM4E inh: inhibitors of human JMJD2E histone demethylase; JMJD2E catalytic domain, FDH-coupled NADH fluorescence (FDH is formaldehyde dehydrogenase); Potency, µM (doses to about 57.1 µM), for inactives: top-dose activity change, negative = inhibition, hits mostly inhibitors; hit rate 1.6% among 230,000; AID 2147; active = well fitted inhibition curve with a large enough effect, not every such curve was filed as active; inconclusive = small, poorly fitted or top-dose-only effect, or another doubt; inactive = no such curve, though single readings can be large or run the other way;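 also: 0% = wells with enzyme and -100% = buffer wells without enzyme; nearly all actives have a fitted effect of over 50% in size; many of its hits are not listed in these tables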
Target sequence (B2RXH2 1-337 limits assumed): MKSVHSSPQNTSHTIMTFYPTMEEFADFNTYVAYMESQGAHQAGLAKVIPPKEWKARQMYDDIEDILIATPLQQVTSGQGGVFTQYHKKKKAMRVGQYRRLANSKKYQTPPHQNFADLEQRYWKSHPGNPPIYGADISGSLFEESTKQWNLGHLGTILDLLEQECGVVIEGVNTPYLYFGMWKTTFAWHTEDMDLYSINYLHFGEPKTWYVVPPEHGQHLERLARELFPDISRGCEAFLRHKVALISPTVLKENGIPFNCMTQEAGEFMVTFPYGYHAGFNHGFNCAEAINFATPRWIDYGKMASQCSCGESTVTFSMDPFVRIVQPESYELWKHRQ
HTT cytoprotect: Huntington cell model cytoprotection by ATP luminescence. PC12 HTT-Q103 induced, cytoprotection, ATP luminescence, 40 h. Potency, µM (titrated, usually from 56.4 µM), for inactives: cytoprotection (ATP increase), most hits filed as activators. hit rate 0.14% among 230,000. AID 1471;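 also: % of control where 0% means no effect; nearly all actives have a fitted effect of over 45% in size; toxic huntingtin expression switched on by the ecdysone agonist tebufenozide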
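Readout: ATPlite luminescence (ATP level). Model: stable PC12, inducible Htt exon1 Q103-GFP. Inducer: tebufenozide, 100 nM final. Compounds: dose series. No G418 in medium.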
HTT aggregate: inhibitors of mutant huntingtin aggregate formation in PC12 cells; PC12 HttQ103-GFP aggregates, Acumen cytometry, 40 h; Potency, µM (titrated, usually from 46.1 µM), for inactives: at the highest dose activity change, negative = inhibition, actives largely listed as inhibitors; hit rate 1.1% among 220,000; AID 1688; also: % is scaled to controls: 0 for no effect and ±100 for the full control effect; nearly all actives have a fitted effect of over 60% in size
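Inducible Q103 Huntingtin exon 1–GFP PC12 line, 1500 cells/well in phenol red free DMEM with 5% equine and 5% calf serum. Tebufenozide 100 nM induced expression; compounds titrated; aggregates quantified by cytometry.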
ALDH1A1 block: blocks purified human ALDH1A1 activity; P00352; Purified ALDH1A1, NADH fluorescence, propionaldehyde substrate; Potency, µM (titrated, usually from 75.3 µM), for inactives: at the top dose activity, negative = inhibition, hits mostly inhibitors; hit rate 7.3% among 220,000; AID 1030; active = well fitted inhibition curve with a large enough effect, not every such curve was filed as active; inconclusive = small, poorly fitted or top-dose-only effect, or another doubt; inactive = no such curve, though single readings can be large or run the other way;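 also: plate controls were no enzyme wells and a reference inhibitor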
Target sequence (P00352 whole entry, looked up): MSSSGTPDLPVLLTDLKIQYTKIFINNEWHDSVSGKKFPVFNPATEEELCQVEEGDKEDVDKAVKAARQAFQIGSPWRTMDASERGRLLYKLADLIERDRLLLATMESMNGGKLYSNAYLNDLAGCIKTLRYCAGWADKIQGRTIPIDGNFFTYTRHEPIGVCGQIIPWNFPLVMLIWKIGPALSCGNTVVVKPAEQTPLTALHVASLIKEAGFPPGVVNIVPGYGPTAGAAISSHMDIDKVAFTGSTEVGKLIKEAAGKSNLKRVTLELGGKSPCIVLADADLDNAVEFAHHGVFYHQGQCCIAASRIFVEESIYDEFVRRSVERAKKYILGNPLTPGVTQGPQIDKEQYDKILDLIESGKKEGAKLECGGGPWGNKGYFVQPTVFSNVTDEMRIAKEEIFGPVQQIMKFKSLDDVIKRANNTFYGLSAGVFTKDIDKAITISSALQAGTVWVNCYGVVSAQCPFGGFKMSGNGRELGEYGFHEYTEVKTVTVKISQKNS
The depositor's hits bear a star; ? = inconclusive; nt = no result given; & = joins results of further samples; [ ] = dose if it differs, or a comment. Unless noted, calls follow the shape of the dose curve; as a rule, active = well fitted curve in the direction sought with a large enough effect; inconclusive = small, poorly fitted or top-dose-only effect, or another doubt; inactive = no such curve, though single readings can be large; an effect the other way counts as inactive or inconclusive. Potency is read from the fitted curve at half-maximal effect. The list is partial; rates above refer to the full screens.

item | molecule | SMN2 splice enh | Tau FP inhib | Tau fibril ThT | Tau fluor counter | KDM4E inh | HTT cytoprotect | HTT aggregate | ALDH1A1 block
1 | COCC(=O)Nc1cc(C(=O)NCCc2ccccc2)ccc1Cl | 0.631µM* | -5.4% | -8.0% | -17.8% | 0.4% | nt | 17.4% | -1.8%
2 | COc1ccc(Cl)cc1N(CC(=O)N1CCC(C)CC1)S(C)(=O)=O | -12.4% | -6.3% | -7.7% | -8.5% | 2.3% | 3.6% | 3.5% | 6.2%
3 | CC1CCN(Cc2ccc(NC(=O)C3CCN(c4nnc(-n5cccc5)s4)CC3)cc2)CC1 | -18.8% | 2.5% | ? | -6.2% | -9.6% | 11.3%[10 µM] | -1.5% | 1.6%
4 | NC(=O)c1ccccc1NC(=O)NC1CCCCC1 | 10.6% | -6.7% | -4.8% | -4.0% | 2.0% | 18.5%[10 µM] | 1.6% | 8.9%
5 | COc1ccc(CCNC(=O)c2n[nH]c3ccccc23)cc1 | 23.7% | -6.8% | -11.6% | -10.6% | 1.4% | nt | -8.3% | 1.7%
6 | Cc1ccc(S(=O)(=O)Nc2ccccc2C(=O)Nc2sccc2C(=O)NN(C)C)cc1 | 8.1% | -2.9% | -11.7% | ? | -12.7% | nt | 15.6% | ?
7 | Cc1nn(S(=O)(=O)c2cccc([N+](=O)[O-])c2)c(C)c1Br | -6.6% | 8.4% | -0.6% | -15.2% | -0.9% | 2.2% | 0.0%[9.22 µM] | ?
8 | Cc1ccc(-n2c(=O)c3c(cnn3C)n(CC(=O)Nc3cc(C)ccc3C)c2=O)cc1 | 2.1% | -12.9% | -9.9% | -17.1% | nt | nt | nt | nt
9 | COC(=O)CCCC1=CC2=C(c3ccccc3)C(=O)C(C)(OC(=O)C3CCCC3)C(=O)C2=CN1C1CC1 (stereo not given) | -8.8%[9.22 µM] | -6.0%[11.6 µM] | ? | -0.5%[11.6 µM] | 0.8%[11.4 µM] | 7.8%&-3.2%[10 µM] | -5.4%[9.22 µM] | 2.2%[13.5 µM]
10 | COc1cccc(C(=O)N(CN2CCCC2=O)c2cc(C)on2)c1 | -18.2% | -2.9% | 2.1% | -1.6% | -1.4% | 2.9% | 15.4% | -2.2%
11 | O=C1CC(NNc2nc3ccccc3s2)C(=O)N1c1ccccc1 (stereo not given) | -10.6% | 1.1% | -12.3% | -12.0% | 5.7% | 8.7% | 8.6% | ?
12 | Cc1cccc(C)c1NC(=O)Cn1cc(C(=O)C2CC2)c2ccccc21 | -13.9% | ? | ? | -6.4% | nt | nt | nt | nt
13 | Cc1ccc(-c2c[n+](CC(=O)N3c4ccccc4Sc4ccccc43)c3n2CCC3)cc1 | -5.1% | 4.5% | ? | -10.5% | 0.9% | 43.5%[10 µM] | ? | ?
14 | O=C(COc1nc2ccccc2nc1N1CCOCC1)Nc1cccc(S(=O)(=O)N2CCCCC2)c1 | 3.5% | ? | 9.6% | ? | ? | 6.9%[1.9 µM] | -4.3% | 13.5%
15 | CCCCC(CC)CNC(=O)CCS(=O)(=O)c1cccc2nsnc12 (stereo not given) | -42.1%[inhibitor] | -1.7% | -2.8% | -6.2% | 1.6% | -8.2% | 16.4% | 9.1%
16 | O=C(Nc1ccccc1C(=O)NC(Cc1ccccc1)C(=O)NC1CCCCCC1)c1ccccc1 (stereo not given) | 9.0% | 1.1% | -7.4% | -23.3% | ? | -17.4% | -26.6% | ?
17 | CCOC(=O)CSc1ccc(-c2nc3cc(C)c(C)cc3[nH]2)cn1 | 9.5% | -1.2% | ? | -23.6% | ? | -49.6%[inhibitor] | 9.7% | ?
18 | CCN(CC)CCCNC(=O)c1cn(C)c2ccc(S(=O)(=O)N(C)C)cc2c1=O | 5.2% | -0.3% | -1.6% | 2.4% | -3.3% | -1.8% | -2.2% | -1.5%
19 | NC(=O)c1ccsc1NC(=O)CSc1ccccc1F | ? | 0.9% | -15.4% | -14.5% | 11.7% | 21.2% | -3.0% | 3.1%
20 | CCc1ccc(-n2c(=O)c3c4c(sc3n(CC(=O)NCCCOC)c2=O)CCCC4)cc1 | -1.2% | -7.0% | 9.7% | -2.1% | nt | nt | nt | nt

Overlap with the part before: 5 compounds; new compounds follow.
item | molecule | SMN2 splice enh | Tau FP inhib | Tau fibril ThT | Tau fluor counter | KDM4E inh | HTT cytoprotect | HTT aggregate | ALDH1A1 block
16 | O=C(Nc1ccccc1C(=O)NC(Cc1ccccc1)C(=O)NC1CCCCCC1)c1ccccc1 (stereo not given) | 9.0% | 1.1% | -7.4% | -23.3% | ? | -17.4% | -26.6% | ?
17 | CCOC(=O)CSc1ccc(-c2nc3cc(C)c(C)cc3[nH]2)cn1 | 9.5% | -1.2% | ? | -23.6% | ? | -49.6%[inhibitor] | 9.7% | ?
18 | CCN(CC)CCCNC(=O)c1cn(C)c2ccc(S(=O)(=O)N(C)C)cc2c1=O | 5.2% | -0.3% | -1.6% | 2.4% | -3.3% | -1.8% | -2.2% | -1.5%
19 | NC(=O)c1ccsc1NC(=O)CSc1ccccc1F | ? | 0.9% | -15.4% | -14.5% | 11.7% | 21.2% | -3.0% | 3.1%
20 | CCc1ccc(-n2c(=O)c3c4c(sc3n(CC(=O)NCCCOC)c2=O)CCCC4)cc1 | -1.2% | -7.0% | 9.7% | -2.1% | nt | nt | nt | nt
21 | COc1ccc(C(=O)/C(C#N)=N/Nc2ccc([N+](=O)[O-])cc2)cc1 | -69.5%[inhibitor] | 1.3% | 3.98µM* | ? | -23.5% | -161.8%[inhibitor] | 1.26µM* | ?
22 | Cc1ccc(NC(=O)CN(C)C(=O)COc2cccc3cccnc23)cc1 | 11.9% | ? | ? | -10.8% | 0.9% | -6.2%[10 µM] | -2.0% | 0.4%
23 | COc1cc(OC)cc(C(=O)N[C@H](C(=O)OCC(=O)Nc2ccc(OC)c(OC)c2)C(C)C)c1 | -3.9% | 8.0% | -2.7% | -6.9% | 3.2% | -12.0%[10 µM] | -11.7% | -1.4%
24 | COC(=O)C1=C(C)N(Cc2ccccc2)C(=O)N[C@@H]1c1ccccc1 | -0.3% | -8.4% | -10.9% | -15.9% | 0.7% | nt | nt | 2.0%
25 | Cc1cc2nc(CCN(Cc3cccnc3)C(=S)Nc3ccc(F)cc3)[nH]c2cc1C | -14.2% | -13.4% | -5.9% | ? | 21.5% | -5.5% | 6.4% | -8.4%
26 | O=C(COc1ccc(Cl)cc1Cl)NCCCn1ccnc1 | 4.7% | 1.0% | -16.0% | -5.0% | 5.3% | -25.7% | -4.4% | 6.4%
27 | Cc1ccc(S(=O)(=O)N2CCOCC2)cc1NC(=O)COC(=O)c1cc(=O)c2ccccc2o1 | 0.0% | -3.5% | 2.8% | 5.6% | -18.6% | 13.0%[10 µM] | 27.5% | 1.5%
28 | CCn1c(COc2ccc(=O)n(-c3ccccc3)n2)nnc1SCc1ccc(OC)cc1 | -10.7% | 0.0% | -9.4% | -4.5% | -4.7% | 15.5% | -10.9% | -8.2%
29 | Cc1c(/C=N\NC(=O)c2cc3ccccc3o2)c2ccccc2n1C | -5.6% | ? | 3.55µM* | ? | nt | -125.5%[inhibitor] | -12.6% | 3.1%
30 | Cc1ccc(S(=O)(=O)N2CCN(C(C)C)CC2)cc1 | 5.8% | 1.5% | 4.3% | 11.7% | 4.0% | nt | nt | 7.5%
31 | CO/N=C(\C(=O)O)c1csc(NN=C(C)C)n1 | nt | -5.6% | ? | -26.5% | 1.7% | -12.0%[10 µM] | -4.1%[9.22 µM] | -4.6%
32 | Cc1ccc(Cn2c(CN3CCOCC3)nc3c2c(=O)n(C)c(=O)n3C)cc1 | -16.9% | 10.6% | -2.1% | 1.3% | 5.6% | -11.7%[10 µM] | 1.9% | 10µM*
33 | C=CCn1c(SCc2nc3ccccc3c(=O)[nH]2)nnc1-c1cc2cc(Cl)ccc2o1 | -8.4% | 3.3% | -17.5% | 2.8% | -11.8% | -23.1%[0.074 µM] | 12.9% | ?
34 | Cc1cc(NC(=O)C2CCCN(S(=O)(=O)c3c(C)noc3C)C2)n[nH]1 (stereo not given) | 3.0% | 5.1% | -2.5% | -2.9% | 8.3% | -5.8% | -8.7% | 4.5%
35 | Cc1cc2c3c(c1)C1(C(=O)N3C(C)(C)CC2C)C(C#N)=C(N)Oc2n[nH]c(C)c21 (stereo not given) | ? | 5.7% | -4.8% | -0.4% | 11.3% | -1.0%[0.074 µM] | 16.6% | 2.7%
36 | Cc1ccc(NC(=O)N(Cc2cccs2)Cc2cc3cc4c(cc3[nH]c2=O)OCO4)cc1 | -22.3% | -4.5% | -2.0% | -25.1% | ? | -11.2%[10 µM] | 0.6% | ?
37 | COc1cccc(-n2c(Cc3cc(=O)[nH]c(=O)[nH]3)nnc2SCC(=O)NC2CCCC2)c1 | 0.3% | -5.2% | -9.0% | -4.8% | 11.3% | -11.4% | 17.5% | -1.1%
38 | CC(=O)Nc1cc2c(cc1C(=O)C(C)C)OCCO2 | -11.1% | -2.7% | -2.4% | -4.6% | ? | 12.6% | -22.1% | -1.2%
39 | CCOC(=O)c1[nH]c2cc(OC)c(OC)cc2c1N | -7.5% | 2.1% | -13.9% | -7.3% | ? | -16.1% | -7.8%[9.22 µM] | ?
40 | COc1ccc(C2N(c3ccccn3)C(=O)C3CCCN32)c(OC)c1 (stereo not given) | 7.7% | 0.0% | 4.0% | 7.4% | 9.1% | -3.2% | -8.0% | -11.4%
41 | O=C1C(=O)N(CCCn2ccnc2)C(c2cccnc2)/C1=C(/O)c1ccc(F)cc1 (stereo not given) | 0.1% | 0.4% | -2.1% | 1.3% | 11.7% | -5.0% | -14.1% | -8.5%

Entries listed so far printed as active in ALDH1A1 block:
no.	Molecule	Tau FP inhib	Tau fibril ThT	KDM4E inh	HTT aggregate	ALDH1A1 block
32	Cc1ccc(Cn2c(CN3CCOCC3)nc3c2c(=O)n(C)c(=O)n3C)cc1	10.6%	-2.1%	5.6%	1.9%	10µM*
